Source: PubChem
NCOA1 inh: human NCOA1 inhibition. HEK293 GAL4-SRC1 luciferase reporter, luminescence. inhibition, % at 3.6 µM. 360,000 tested, 0.12% active. AID 588354;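 active = inhibition above the campaign mean plus 3 SD, with each screening campaign given its own cutoff, cut at about 60% in these data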;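 also: 0% = DMSO treated cells and 100% = gossypol at 36 µM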
Shn3 3UTR inh: Schnurri-3 reporter inhibition in Clone20 osteoblasts | inhibition, % at 12.5 µM | AID 588674 | Clone20 osteoblast Shn3 3'UTR firefly luciferase, 24 h | 360,000 tested, 0.52% active;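 active = mean inhibition of at least 75% with every replicate also reaching 75%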;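 also: 0% = median of neutral control wells and 100% = pilot-screen positive control compound; some compounds past the cut are filed as inactive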
TROY NFkB inh: inhibitors of TROY-dependent NF-kB signaling. inhibition, % at 10 µM. Q293 LMP1-TROYcd NF-kB luciferase reporter, 4 h. 360,000 tested, 0.98% active;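 active = compounds whose plate-normalised and pattern-corrected inhibition of the luciferase reporter signal at the single screening dose is 50% or more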
COUP-TFII inh: blocks human COUP-TFII nuclear receptor; P24468; HEK293T NGFI-A luciferase reporter, luminescence; inhibition, % at 8.6 µM; 370,000 tested, 0.7% active; AID 686940;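 active = inhibition above a per-plate cutoff, mean inhibition of test wells between control levels plus 3 SD, cut at about 38% in these data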;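 also: cells cotransfected with COUP-TFII expression vector driving the NGFI-A reporter; 0% = median of COUP-TF2 test wells and 100% = reporter-only cells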
Target sequence (P24468 whole entry, looked up): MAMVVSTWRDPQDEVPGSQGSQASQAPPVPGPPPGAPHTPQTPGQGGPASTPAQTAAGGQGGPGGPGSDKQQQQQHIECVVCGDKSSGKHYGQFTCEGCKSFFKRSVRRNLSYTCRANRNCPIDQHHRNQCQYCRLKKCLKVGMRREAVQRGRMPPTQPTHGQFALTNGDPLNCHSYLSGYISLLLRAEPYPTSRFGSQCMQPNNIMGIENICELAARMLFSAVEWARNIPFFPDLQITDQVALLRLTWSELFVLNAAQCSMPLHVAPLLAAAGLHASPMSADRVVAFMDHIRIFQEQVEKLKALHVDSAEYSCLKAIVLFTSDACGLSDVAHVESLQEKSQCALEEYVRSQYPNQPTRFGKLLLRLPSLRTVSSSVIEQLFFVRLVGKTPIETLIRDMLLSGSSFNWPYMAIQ
C8 TRAIL sens: sensitizes caspase-8 expressing cells to TRAIL. NB7+C8 cells + TRAIL, ATPlite viability luminescence. inhibition (viability loss, TRAIL sensitization), % at 10 µM. 360,000 tested, 1% active;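 active = compounds causing at least 50% loss of cell viability in the single-dose screen, relative to plate controls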
LMP1 NFkB inh: inhibitors of Epstein-Barr LMP1-induced NF-kappaB reporter. LMP1-induced NF-kappaB luciferase reporter cells, luminescence. inhibition, % at 12.5 µM. 350,000 tested, 0.69% active. AID 504558; in the data active = inhibition above about 41%;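 also: 0% = neutral control wells and 100% = reference inhibitor control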
TWEAK Fn14 block: inhibitors of TWEAK-Fn14 interaction signaling. TWEAK-stimulated Fn14 reporter cells, luciferase luminescence, 8 h. AID 1159606. inhibition, % at 10 µM. 360,000 tested, 2% active; in the data active = inhibition above about 50%
NR5A2 inv ag: inverse agonists of human LRH-1 (NR5A2); HEK293T StAR-luciferase reporter, LRH-1 transfected, 24 h; inhibition, % at 3.6 µM; 360,000 tested, 0.13% active; AID 602396;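 active = inhibition above the mean inhibition of all tested compounds plus 3 SD, cut at about 73% in these data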;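 also: 0% = DMSO wells and 100% = reporter-only cells lacking LRH-1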
Target sequence (O00482 whole entry, looked up): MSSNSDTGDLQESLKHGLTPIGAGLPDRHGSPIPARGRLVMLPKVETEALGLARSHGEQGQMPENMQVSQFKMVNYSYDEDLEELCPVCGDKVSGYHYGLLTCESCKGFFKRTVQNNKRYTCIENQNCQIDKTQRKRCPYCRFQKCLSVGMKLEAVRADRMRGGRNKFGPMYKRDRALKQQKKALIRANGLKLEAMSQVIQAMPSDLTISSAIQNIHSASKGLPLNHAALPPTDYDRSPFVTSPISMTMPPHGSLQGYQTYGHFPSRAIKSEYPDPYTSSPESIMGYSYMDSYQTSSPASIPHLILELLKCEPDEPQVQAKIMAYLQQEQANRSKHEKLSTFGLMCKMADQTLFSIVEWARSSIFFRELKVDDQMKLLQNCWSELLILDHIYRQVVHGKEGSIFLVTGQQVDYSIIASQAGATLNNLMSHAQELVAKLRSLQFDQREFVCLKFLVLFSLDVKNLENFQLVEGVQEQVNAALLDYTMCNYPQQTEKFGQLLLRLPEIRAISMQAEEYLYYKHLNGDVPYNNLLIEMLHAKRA
KKLEB cytotox: reduces viability of KKLEB cystic fibrosis airway cells. activity change (cytotoxicity), % at 5 µM. KKLEB CF airway cells viability, ATPlite luminescence, overnight; stronger effect = lower value; cells stimulated with P. aeruginosa culture filtrate. 360,000 tested, 0.36% active;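 active = corrected activity change at or below -50% at 5 µM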
NCOA3 inh: inhibitors of human steroid receptor coactivator 3 (SRC3). HEK293 GAL4-SRC3 luciferase reporter, luminescence. Q9Y6Q9. 360,000 tested, 0.17% active. inhibition, % at 3.6 µM. AID 588352;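 active = inhibition above a per-campaign cutoff, the mean of all compounds plus 3 SD, cut at about 60% in these data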;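 also: 0% = DMSO-treated cells and 100% = gossypol-treated cells at 36 µM; higher means less SRC3-driven luciferase light from the GAL4 reporter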
CF NFkB block: inhibitors of cystic fibrosis induced NF-kB; KKLEB NF-kB-GFP reporter, PAF-induced, GFP fluorescence overnight; inhibition, % at 5 µM; 360,000 tested, 0.86% active; AID 588850;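 active = at least 50% inhibition at 5 µM, scaled per plate between neutral and stimulator controls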;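 also: PAF is a Pseudomonas aeruginosa culture filtrate used as stimulus; plate controls were PAF-stimulated DMSO wells for no effect and unstimulated DMSO wells for full effect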
* marks the source's active call; other numbers are inactive results; x = no result given.

Structure	NCOA1 inh	Shn3 3UTR inh	TROY NFkB inh	COUP-TFII inh	C8 TRAIL sens	LMP1 NFkB inh	TWEAK Fn14 block	NR5A2 inv ag	KKLEB cytotox	NCOA3 inh	CF NFkB block
Cc1nn(C)cc1S(=O)(=O)Nc1ccc(C(F)(F)F)cc1	2	-5	14	3	-3	1	-15	-1	13	-8	-3
Cc1ccccc1-c1nnc(SC(C)C(=O)NC2CCCC2)o1 (stereo unspecified)	1	1	-22	6	1	-5	-3	8	0	4	9
COc1cccc(NC(=O)c2cc3ccccc3oc2=O)c1	-93	10	22	-34	26	28	86*	-119	-5	-92	-26
C/C(=N\NC(=O)OC(C)(C)C)c1ccc[nH]1	-103	-32	-34	-42	23	-25	-15	-120	-3	-109	-6
COc1ccc(SC[C@H](Cc2ccccc2)N2CCN(C)CCC2=O)cc1	11	13	-3	2	4	-4	5	5	-4	-35	14
CC(C)CCC(CCNCc1ccccn1)c1ccc(Cl)cc1 (stereo unspecified)	-16	32	-15	16	25	-5	-13	7	-6	-22	16
Cc1cc(-c2cc(C(=O)NC3CCCC3)on2)nc(NC2CCCC2)n1	-6	8	-13	3	-12	3	-3	5	-7	1	20
O=C(NC1CCCN(Cc2ccc(Cl)cc2)C1)c1c(F)ccc(F)c1F (stereo unspecified)	11	-29	11	20	8	-3	-25	-5	2	11	7
CCN(CC)C(=O)c1nn(Cc2ccccc2)c(=O)c2ccccc12	-41	-40	5	28	-4	1	0	-9	-11	8	0
CCOC(=O)c1cc2c(N)c(C(=O)c3cc(C#N)c(SC)nc3C)sc2nc1C	-4	18	20	-10	12	9	27	10	-64*	11	48
CCCCCn1cnc2sc(CC)cc2c1=O	-115	-79	-78	-27	5	-6	-47	-130	-3	-87	5
COc1ccccc1-n1cnc2cc(NCc3cccs3)ccc21	-26	22	46	-73	-13	17	38	-34	0	-16	25
O=S(=O)(c1ccc(Cl)s1)N1CCc2ccccc2C1	-3	-25	6	5	-5	-7	-25	-35	-24	16	-3
CN1CCN(C(=O)C(=O)c2cn(CC(=O)N3CCCC3)c3ccccc23)CC1	-22	-1	-1	2	13	-1	-4	10	6	17	-16
O=C(O)c1ncn(Cc2ccccc2)c1C(=O)O	8	-16	12	1	-9	-1	-7	1	-15	19	3
O=C(c1ccco1)N1CCN(S(=O)(=O)c2ccc([N+](=O)[O-])cc2)CC1	-9	5	12	-18	-3	-1	-8	2	0	17	-6
O=C(NN1c2ccccc2CCc2ccccc21)c1ccccc1Br	10	31	11	11	0	-16	0	-11	-10	10	13
Cc1sc2ncnc(OCC(=O)NC(C)C)c2c1C	2	20	3	16	-5	-4	3	7	6	-8	-11
NCCCCCNC(=O)c1[nH]cnc1C(=O)N[C@@H](Cc1ccccc1)C(=O)OCc1ccccc1	-6	-10	-6	-14	8	-5	12	-4	-12	-36	18
COc1cccc(-c2nc(CCl)cs2)c1OC	-25	-11	1	-17	-3	-3	-11	-22	4	2	-5
CC(C)c1ccc(NNC(=O)C2CCC2)cc1	-9	10	18	-4	2	-6	2	6	6	20	-6
Cc1ccc(C)c(S(=O)(=O)NCCCn2ccnc2)c1	11	5	7	-5	-4	-7	3	-3	-25	18	-6
O=C(COC(=O)Cc1ccc(S(=O)(=O)N2CCOCC2)s1)Nc1ccc(OC(F)F)cc1	-6	-5	4	0	-12	-3	-19	20	3	10	-3
O=C(NC(=S)/C(=C1\CCCCCN1)[N+](=O)[O-])c1ccccc1	54	33	87*	x	78*	40*	99*	60	-25	61	-10
Cc1cccc(C)c1NC(=O)CNC(=O)CN1C(=O)NC2(CCc3ccccc32)C1=O (stereo unspecified)	-12	-2	14	16	-4	-5	15	16	-6	1	3
Cc1cccc(Cn2nc(C)c(NC(=O)c3ccc(F)cc3)c2C)c1	21	11	5	-1	0	3	15	28	-4	-5	8
CCN(CC(=O)Nc1c(F)cccc1F)C(=O)C1CC(=O)N(CCc2ccc(OC)c(OC)c2)C1 (stereo unspecified)	-13	-5	-13	-11	-4	0	-6	3	-16	13	3
COc1ccc(S(=O)(=O)N2CCCCCC2)cc1C(=O)N1CCN(C(C)=O)CC1	-2	-31	-5	-20	3	0	2	9	30	16	-42
Cc1ccc(N(NC(=O)C(O)(c2ccccc2)c2ccccc2)C(=O)CCl)cc1	-21	3	-12	2	54*	-4	46	13	-66*	8	58*
Cc1ccnc2nc(C(=O)NCc3cccs3)nn12	-21	0	-3	9	7	-11	-13	-18	-2	19	9
Cc1[nH]c2c(C)cccc2c1CCNC(=O)c1ccc2c(c1[N+](=O)[O-])C(=O)c1ccccc1C2=O	-31	-2	-10	-11	7	16	20	-7	-4	-20	-7
Clc1ccc(-c2n[nH]c3c2CCC3)cc1Cl	-12	-16	-14	6	-7	-26	-1	-11	0	-4	3
CC1CCCCc2nc3c(c(=O)n21)CCCC3 (stereo unspecified)	-12	-5	-4	5	-6	x	-18	-5	-15	-15	4
CCN(CC)P(=O)(Nc1ccc(SC(F)F)cc1)c1ccc(N(C)C)cc1NC(=O)c1ccco1 (stereo unspecified)	-15	22	-9	-16	-2	-8	0	5	-18	-6	7
Cc1ccc(C(=O)Nc2nc(=O)n(C(=O)CC(C)C)s2)cc1	-9	-14	-29	-14	-10	7	-25	14	-16	2	-29
Nc1nc(OCC2CCCCC2)c2[nH]cnc2n1	2	-5	11	-3	19	1	-13	9	15	-20	40
CCCCn1c(CCNC(=O)CCC)nc2ccccc21	4	8	-32	2	-2	-3	0	-3	-14	-2	19
N#Cc1c(N2CCCC2)nsc1-c1ccccc1	-56	-26	-7	x	-26	-12	21	-49	7	-57	2
O=C(c1ccccn1)N1CCCC(N2CCN(c3ccccc3)CC2)C1 (stereo unspecified)	3	-3	-3	-2	-5	1	-2	11	8	-5	5
CCN(C(=O)COC(=O)c1ccc(=O)n(Cc2ccccc2)n1)C1CCCCC1	8	10	-6	9	1	-14	11	6	17	-5	-19
NCCCC[C@@H](C(=O)N1CCNCC1)n1cc(CCC(=O)O)nn1	1	-2	-2	-5	-18	-2	8	-6	1	-34	-12
O=C(COC(=O)c1n[nH]c2ccccc12)Nc1ccccc1Br	-44	-46	-28	-2	-6	-10	-13	-30	24	-43	-29
CCO[C@@H]1OC(C(=O)Nc2ccccc2)=C[C@H](C2CC2)[C@H]1CCCO	1	3	-4	-5	6	-1	-10	6	-2	8	-6
CCCCC(NC(=O)c1ccc(Cl)cc1)C(=O)O (stereo unspecified)	8	0	9	4	5	-6	7	-11	7	-5	0
CC(=O)Nc1ccc(/C=N/NC(=O)c2cc3cc(C)ccc3nc2C)cc1	-57	-13	2	-14	29	-1	1	-3	-8	-6	30
C[C@@H]1CN([C@@H](C)CO)C(=O)c2cc(Br)cnc2O[C@H]1CN(C)C(=O)C1CCCCC1	-5	-2	-3	2	-16	0	4	7	5	-10	-11
CC(NC(=S)NC1CCCCC1)C(c1cccs1)N1CCOCC1 (stereo unspecified)	-2	-6	-8	19	10	1	14	2	9	9	-14
CCNC(=O)C(=O)Nc1cc2c3c(c1)CCN3C(=O)CC2	7	0	7	-13	-2	-1	2	0	-1	6	-20
O=C(Nc1ccc(S(=O)(=O)N2CCCCC2)cc1)C1CCCO1 (stereo unspecified)	2	-4	-1	18	-1	-7	16	-11	11	-2	-6
CCCCn1c(CCC(=O)O)nc2cc(S(=O)(=O)N3CCCC3)ccc21	3	-4	-18	-2	3	6	-14	4	17	12	22
O=C1C2C3C=CC(CC3)C2C(=O)N1/N=C/c1ccco1 (stereo unspecified)	-10	-2	5	-28	2	-6	-8	0	-14	2	4
O=C(Nc1ccc(N2CCOCC2)cc1)c1cccc(S(=O)(=O)N2CCCCC2)c1	-5	20	4	-15	22	-1	-12	-5	9	10	-22
CCCOc1ccc2c(=O)c(-c3cc(C(=O)OC)oc3C)c(C)oc2c1	-7	24	4	11	-7	-1	-15	12	13	10	-4
COc1ccc2oc(=Nc3ccc(C(=O)O)cc3)c(C(=O)NCc3ccco3)cc2c1	-1	-8	-43	4	-2	-10	-6	-3	9	-1	-14
Cc1ccc(C(=O)OCC(=O)Nc2ccc3c(c2)OCCO3)cc1C	-2	-14	-4	-9	-9	-1	-8	-15	11	-17	-3
Fc1ccccc1NC(=S)NCCc1cccc(Cl)c1	-70	59	-3	-25	3	-14	-10	-85	-8	-54	13
Cc1cc([N+](=O)[O-])nn1Cc1ccccc1F	17	-24	-3	0	0	6	-10	-7	2	15	-5
COc1ccc(-n2ncc3c(=O)n(CC(=O)N(C(C)C)C(C)C)cnc32)cc1	6	-37	-8	-10	-12	4	-19	9	4	2	1
CC(=O)c1ccc(OC(C)C(=O)NCC2(N3CCOCC3)CCCCC2)cc1 (stereo unspecified)	-19	-20	4	11	15	-1	-9	-36	5	-9	-14
CCOc1cc(/C=N/O)cc(Br)c1OC	11	-18	-1	-13	29	3	5	-19	-10	19	28

The list goes on.
Structure	NCOA1 inh	Shn3 3UTR inh	TROY NFkB inh	COUP-TFII inh	C8 TRAIL sens	LMP1 NFkB inh	TWEAK Fn14 block	NR5A2 inv ag	KKLEB cytotox	NCOA3 inh	CF NFkB block
COc1ccc(C(=O)NCC(=O)Nc2ccc(F)cc2)cc1OC	-4	11	5	9	6	3	6	3	2	11	-2
c1ccc(C[C@H]2CNCCN2CC2CCCCC2)cc1	-26	-10	5	-1	19	0	-4	0	-20	-8	5
CC(C)C(NC(=O)OCc1ccccc1)C(=O)OCC(=O)N1CCCCC1 (stereo unspecified)	-104	-9	-43	-7	-18	-28	-19	-60	-2	-49	-6
Cn1cnnc1SCc1ccc(C(=O)NN)cc1	-7	-10	-23	-5	-5	-11	10	-6	-2	-22	-4
O=C(Nn1cnnc1)c1ccccc1CCc1ccccc1	10	-3	7	5	-4	-1	9	-16	0	1	1
COC(=O)c1[nH]c2ccc(Br)cc2c1NC(=O)CN1CCCCC1CCO (stereo unspecified)	9	22	3	6	-1	-34	21	5	-3	11	11
O=C(CSC(=S)N1CCCCC1)N1N=CCC1c1ccccc1 (stereo unspecified)	-62	-33	-41	-28	11	-16	-11	-31	-13	-52	12
CCN(C(=O)COC(=O)/C(C#N)=C/c1cc(C)n(CCOC)c1C)c1c(N)n(Cc2ccccc2)c(=O)[nH]c1=O	-6	-21	9	8	-3	0	-4	3	12	3	-5
Cc1cc(-c2nnc(CCC(=O)N(C)Cc3ccsc3)o2)no1	-17	-2	-9	7	-3	-2	0	-15	-1	-3	-10
COc1cccc(NC(=O)CS(=O)(=O)c2cccc3nsnc23)c1	-11	2	-15	-3	-24	-4	8	-19	-4	-2	-2
CC(=O)c1cc(C)ccc1OC(=O)c1cccnc1	-24	-2	-10	0	-7	-9	1	19	7	-7	7

Some of the compounds tested; count on the stated rates, not on these rows.
